Screening results from PubChem BioAssay.
Ecoli WT expand – E. coli BW25113 growth inhibition, expanded screen; OD600 absorbance; growth inhibition, % at 100 µM; 98,000 tested, 0.15% active;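 active = growth inhibition above about 50% at one test dose, limit read from the data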;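 note: growth measured after 20 h incubation at 37 °C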
PLAP activator – activators of human placental alkaline phosphatase; P05187; purified PLAP enzyme, luminescent substrate read-out; stronger effect = higher value; activation fold at 20 µM; 96,000 tested, 1.2% active; in the data active = activation fold above about 2
CYP2C19 act – increases human CYP2C19 enzyme activity; P33261; recombinant CYP2C19, luciferin-H EGE luminescence; stronger effect = higher value; 0 = fully inhibited enzyme, 1 = untreated enzyme; activation factor at 5 µM; 96,000 tested, under 10 active; AID 1025;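 active = activation factor of at least 2 at 5 µM in the primary screen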;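 note: 0 = wells with 2.5 mM tranylcypromine and 1 = vehicle-only wells; values of inactives mirror those of a sister screen read the other way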
Target sequence (P33261 whole entry, looked up): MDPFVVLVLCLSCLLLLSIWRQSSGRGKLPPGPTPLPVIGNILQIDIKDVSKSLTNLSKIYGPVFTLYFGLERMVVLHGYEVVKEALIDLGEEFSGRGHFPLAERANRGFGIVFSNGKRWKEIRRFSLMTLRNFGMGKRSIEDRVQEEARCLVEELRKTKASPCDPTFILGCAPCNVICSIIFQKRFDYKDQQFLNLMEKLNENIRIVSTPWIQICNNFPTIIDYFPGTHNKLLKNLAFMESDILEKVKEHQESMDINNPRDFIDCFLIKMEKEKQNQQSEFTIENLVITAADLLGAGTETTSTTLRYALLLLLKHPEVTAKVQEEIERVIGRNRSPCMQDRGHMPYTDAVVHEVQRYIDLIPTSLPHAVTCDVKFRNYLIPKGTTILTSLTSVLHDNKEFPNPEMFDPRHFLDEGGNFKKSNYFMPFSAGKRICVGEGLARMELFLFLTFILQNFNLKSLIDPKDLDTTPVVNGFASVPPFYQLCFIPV
EphB4 antag – EphB4-ephrin-B2 interaction antagonism. P54760. EphB4 LBD / TNYL-RAW-Alexa532 peptide, fluorescence polarization. inhibition, % at 7 µM. 97,000 tested, 0.15% active;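 active = inhibition above the screen-wide mean inhibition plus 3 SD, cut at about 15% in these data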;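 note: 0% = DMSO wells and 100% = excess unlabeled TNYL-RAW peptide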
CYP2C19 inhib – blocks human cytochrome P450 2C19; CYP2C19 Supersomes, luciferin-H EGE luminescence, 30 min; inhibition, % at 5 µM; 96,000 tested, 21% active; AID 778;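 active = CYP2C19 inhibition above a set limit at 5 µM in the primary screen, cut at about 50% in these data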;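 note: plate controls were negative control wells for no effect and 2.5 mM tranylcypromine positive control for full effect; values of inactives mirror those of a sister screen read the other way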
CYP2C9 inhib – human CYP2C9 inhibition. inhibition, % at 5 µM. P11712. CYP2C9 Supersomes, luciferin-H conversion, luminescence. 96,000 tested, 20% active;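 active = blocking of liver enzyme CYP2C9 beyond about 50% at 5 µM, limit read from the data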; note: values of inactives mirror those of a sister screen read the other way
Target sequence (P11712 whole entry, looked up): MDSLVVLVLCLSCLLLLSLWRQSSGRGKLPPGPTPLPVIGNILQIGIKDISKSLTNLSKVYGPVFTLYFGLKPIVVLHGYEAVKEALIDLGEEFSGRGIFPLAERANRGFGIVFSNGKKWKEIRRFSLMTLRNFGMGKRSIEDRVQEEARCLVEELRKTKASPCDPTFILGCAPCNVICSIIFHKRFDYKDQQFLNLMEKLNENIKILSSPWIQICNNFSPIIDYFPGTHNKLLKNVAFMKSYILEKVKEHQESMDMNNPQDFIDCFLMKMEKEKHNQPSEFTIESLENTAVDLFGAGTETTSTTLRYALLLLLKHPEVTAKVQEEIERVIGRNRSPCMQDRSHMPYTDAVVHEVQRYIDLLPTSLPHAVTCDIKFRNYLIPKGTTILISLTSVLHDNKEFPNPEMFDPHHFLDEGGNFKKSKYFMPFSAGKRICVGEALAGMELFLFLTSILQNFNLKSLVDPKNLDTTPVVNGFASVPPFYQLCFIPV
Pyk2 oligo antag – antagonists of human Pyk2 oligomerization | Q14289 | z-score (the deposit names both 25 µM and 10 µM) | Q293 cells, Pyk2 FERM NanoBiT luminescence; stronger effect = lower value | 99,000 tested, 0.83% active;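 active = Z-score of -3 or lower, scaled per plate to the spread of control and sample wells; inactive = z-score above -3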;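 note: negative z-score means lost luminescence so less FERM oligomerization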
PostGolgi yeast – growth inhibition of a yeast mutant, post-Golgi transport screen; inhibition, % at 10 µM; 98,000 tested, 0.9% active; post-Golgi transport phenotypic cell assay; in the data active = inhibition above about 30%;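 note: yeast cells grown in 1536-well plates; yeast grown about 18 h at 30C before absorbance read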
CYP2C9 act – activators of human CYP2C9; recombinant CYP2C9, luciferin-H conversion, luminescence; stronger effect = higher value; factor 1 = untreated enzyme, 0 = blocked; activation factor at 5 µM; 96,000 tested, 1.4% active; AID 1024;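 active = activation factor of 2 or more for CYP2C9 at a 5 µM dose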;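 note: 0 = sulfaphenazole-blocked wells and 1 = vehicle-only wells; values of inactives mirror those of a sister screen read the other way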
The depositor's hits bear a star; · = no result given.

Molecule	Ecoli WT expand	PLAP activator	CYP2C19 act	EphB4 antag	CYP2C19 inhib	CYP2C9 inhib	Pyk2 oligo antag	PostGolgi yeast	CYP2C9 act
CCOc1ccc(NCc2nnc(SCC(=O)Nc3cc(C)on3)n2-c2ccccc2OC)cc1	-3	·	·	-7	·	·	-0.99	9	·
S=c1[nH]ncn1/N=C/c1ccccn1	1	0.8	1	6	3	36	-0.18	3	0.6
COCCn1c(SCC(=O)NCc2ccco2)nnc1-c1c[nH]c2ccccc12	0	1.1	0.8	-4	24	31	·	-6	0.7
O=C(NNC1=NCCCCC1)c1ccccc1	3	1.1	0.9	7	6	4	0.27	5	1
CC1(C)CC(=O)C(C=NCCN2CCN(CCCCS(=O)(=O)O)CC2)=C(O)C1	-1	0.9	1.2	-1	-17	-17	1.2	6	1.2
N#CC1=C(SCc2ccccc2Cl)NC(=O)C(C(N)=O)C1 (stereo not drawn)	4	1.5	1.1	·	-5	-7	-0.13	-12	1.1
Cc1ccc2oc(=O)c3cnn(CC(=O)NCCN4CCOCC4)c3c2c1	6	1	1.1	·	-14	22	·	-4	0.8
Cc1cc2c(c(=O)o1)C(CC(C)C)C(C#N)=C(N)O2 (stereo not drawn)	8	1.1	0.8	4	24	63*	1.6	0	0.4
Cc1ccc(/C(O)=C2\C(=O)C(=O)N(CC(C)O)C2c2cccc(F)c2)cc1 (stereo not drawn)	-6	1.4	1.2	·	-21	-4	-0.27	5	1
COc1ccc(NC(=O)C2CC(c3ccc(OC)c(OC)c3)=NO2)cc1OC (stereo not drawn)	-6	1.2	1	3	1	18	0.46	-3	0.8
Fc1ccccc1C(c1nnnn1Cc1ccc2c(c1)OCO2)N1CCN(Cc2ccccc2)CC1 (stereo not drawn)	-8	1.6	0.4	-5	63*	46	-3.7*	-5	0.5
CC(NC(=O)c1ccco1)c1ccc2c(c1)OCCO2 (stereo not drawn)	3	·	·	3	·	·	0.09	5	·
Cc1ccc(NC2=NC(c3ccc(C)cc3)n3c(nc(C)cc3=O)N2)cc1 (stereo not drawn)	-4	1.7	0.3	-3	71*	50*	-2.1	-3	0.5
O=C(Nc1ccc2c(c1)OCO2)c1cnn2c(C(F)(F)F)cc(-c3ccco3)nc12	-16	1.3	1	-1	0	17	-1.8	-6	0.8
COc1cc(NC(=S)NCc2ccco2)cc(OC)c1	-2	1.3	0.3	4	67*	10	-0.45	-7	0.9
O=C(CCCn1c(SCC(=O)c2ccc(Cl)cc2)nc2ccccc2c1=O)NCc1ccco1	-12	1	0.8	0	19	54*	-0.45	-1	0.5
CCn1nnnc1SCC(=O)N(C1CCCCC1)C1CCCCC1	-2	1.4	0.5	-4	49	11	0.75	0	0.9
CC(C)CN1C(=O)NC(NC(=O)c2cccs2)(C(F)(F)F)C1=O (stereo not drawn)	-7	1.1	0.8	0	20	17	-1.2	11	0.8
CC(=O)Nc1ccc(S(=O)(=O)NCc2ccc(C(=O)NCc3ccc(Cl)cc3)cc2)cc1	-8	1.1	1.1	1	-8	38	0.68	15	0.6
CN(C)S(=O)(=O)Nc1ccc(Br)cc1F	-2	1.1	0.7	-1	30	15	1.6	8	0.8

The list continues:
Molecule	Ecoli WT expand	PLAP activator	CYP2C19 act	EphB4 antag	CYP2C19 inhib	CYP2C9 inhib	Pyk2 oligo antag	PostGolgi yeast	CYP2C9 act
COc1ccc(/C=N\n2nnc3ccccc32)cc1	-2	0.9	0.8	·	24	11	-0.45	7	0.9
Cc1nn(C)c(C)c1S(=O)(=O)N1CCCC(C(=O)N2CCN(c3ccccc3)CC2)C1 (stereo not drawn)	-5	1.3	0.4	2	58*	40	·	-20	0.6
COc1ccc(-n2nc3c(c2NC(=O)c2c(-c4ccccc4Cl)noc2C)CS(=O)(=O)C3)cc1	1	1.4	0.5	1	50	82*	0.19	-6	0.2
O=C(O)c1ccc(S(=O)(=O)c2ccccc2)cc1	3	1	0.9	3	8	31	0.14	-5	0.7
C=CCNC(=O)c1ccc(Cl)cc1Cl	3	0.9	0.5	-2	45	-1	-0.49	-3	1
O=C(Cn1nnc(-c2cccc(C(F)(F)F)c2)n1)N1CCCCCC1	-1	1.6	0.4	4	57*	-325	0.07	-6	4.2*
Cc1nc2ccccc2c2oc(C(=O)NCCCN3CCCC3=O)cc12	5	1.1	0.9	·	15	9	·	6	0.9
CC(=O)Nc1ccc(C(=O)N(C)c2ccccc2)cc1	3	0.9	1.1	6	-8	13	-0.05	8	0.9
CC(C)(C)n1nnnc1C(c1ccncc1)N(Cc1ccccc1)Cc1ccco1 (stereo not drawn)	6	1.6	0.3	-3	74*	87*	-0.69	17	0.1
CCOC(=O)N1CCC(N2C(=O)c3ccc(C(=O)NCc4ccco4)cc3C2=O)CC1	-6	1	0.8	-8	16	29	·	-1	0.7
Cc1ccc(S(=O)(=O)Oc2ccc(C3C4=C(CCCC4=O)OC4=C3C(=O)CCC4)cc2)cc1	-4	1.1	1	2	1	-2	-1.8	-4	1
O=C(CSc1nnc(COc2cccc3cccnc23)o1)N1CCc2ccccc21	-4	0.9	0.9	7	5	6	0.89	0	0.9
O=C(Nc1sccc1C(=O)N1CCOCC1)c1cccnc1	-4	1	1	-1	-4	-10	0.47	-1	1.1
Cn1c(C(=O)O)c(CC(=O)Nc2ccc(F)cc2F)c2ccccc21	5	1.1	0.2	6	78*	95*	-0.52	13	0
COc1ccc(N2CCN(CCNC(=O)CCCn3c(=O)[nH]c4cc(Cl)ccc4c3=O)CC2)cc1	-8	1.3	1	-7	1	3	0.65	23	1
Cc1cc2c3c(c1)C(C)(c1ccccc1)CC(C)(C)N3C(=O)C21C(C#N)=C(N)OC2=C1C(=O)CC(C)(C)C2 (stereo not drawn)	-5	2*	1	2	5	59*	-0.84	2	0.4
CCOC(=O)c1c(C)[nH]c(C(=O)Nc2ccc3c(c2)OCO3)c1C	-4	0.8	0.1	-1	86*	34	·	0	0.7
CN(C)c1nc2c(c(=O)n(C)c(=O)n2C)n1Cc1ccccc1	2	1	0.6	3	43	-8	1.7	-1	1.1
CCCCn1c(N(CCOC(C)=O)C(C)=O)nc2ccccc21	2	·	·	-3	·	·	-0.28	-2	·
COc1ccc(/C=C/C(=O)NCc2cnn(C)c2C)cc1COc1ccc(Br)cc1	-8	1.4	0.8	1	16	22	-1.1	5	0.8

Other entries.
Molecule	Ecoli WT expand	PLAP activator	CYP2C19 act	EphB4 antag	CYP2C19 inhib	CYP2C9 inhib	Pyk2 oligo antag	PostGolgi yeast	CYP2C9 act
COC(=O)C1=C(C)C(c2ccc(OC)cc2OC)NC(=O)N1 (stereo not drawn)	6	1.1	1.2	-12	-15	-11	-0.04	0	1.1
CCC(C)NC(=O)CSc1ccc(NC(C)=O)cc1 (stereo not drawn)	6	0.9	0.8	9	20	28	0.13	-9	0.7
COc1ccc(NC(=O)CC(C)(C)C)c([N+](=O)[O-])c1	5	0.9	1	0	0	-16	-0.4	-6	1.2
CC1CCN(C(=O)CCCOc2cc(=O)n(C)c3ccccc23)CC1	-7	1.7	0.5	1	50*	-27	-0.79	-1	1.3
CN1CCN(c2ccc(NC(=O)c3cccc(OCc4ccccc4)c3)cc2)CC1	-8	1.2	0.8	-2	21	17	-0.47	0	0.8
CC(=O)c1cccc(NC(=O)C2CC(=O)N(c3cccc(C)c3C)C2)c1 (stereo not drawn)	3	1	1	-4	5	-17	0.32	-5	1.2
COc1ccc(S(=O)(=O)NCC(=O)N(CC(=O)NCC2CCCO2)c2ccccc2C)cc1 (stereo not drawn)	5	1.3	1	6	-3	2	0.5	-8	1
CCN(CC)C(=O)CSc1nnc(-c2ccco2)n1N	-2	1	1.1	1	-9	-7	2.6	2	1.1
CC1=NN(c2nc(-c3ccccc3)cs2)C(=O)C1	-6	1.2	1.1	-2	-5	21	-0.36	2	0.8
CC(C)C(NC(=O)c1cccc(S(=O)(=O)N2CCOCC2)c1)C(=O)NCCc1ccccn1 (stereo not drawn)	2	1.7	1.1	7	-14	-18	-0.26	3	1.2
COc1ccc(C2NCCC3(O)CCCCC23)c(OC)c1OC (stereo not drawn)	0	1.1	1	-6	3	-6	0.71	-1	1.1
Cc1c(NC(=O)C(C)OC(=O)COc2cccc3c2OC(C)(C)C3)c(=O)n(-c2ccccc2)n1C (stereo not drawn)	0	1	1.1	-6	-13	-19	1	10	1.2
O=C(CN1C(=O)COc2ccccc21)NCCN1CCc2ccccc2C1	2	1.3	0.5	-6	53*	25	-0.15	-9	0.8
Cn1cccc1C(=O)NC(=O)COC(=O)C12CC3CC(CC(O)(C3)C1)C2	2	1.3	0.8	1	17	29	-0.81	-2	0.7
CCc1nnc2sc(-c3ccc(NC(=O)c4ccc5c(c4)OCCO5)cc3)nn12	1	1.4	0.8	-2	16	31	-0.06	-2	0.7
Cc1n[nH]c(C)c1S(=O)(=O)N1CCc2ccccc21	2	1.5	0.4	-10	61*	1	-0.22	2	1
O=C(c1c[nH]c(=O)n(-c2ccccc2)c1=O)N1CCc2ccccc21	-4	1	0.7	4	26	17	1.1	-2	0.8
O=C(CC1C(=O)N(c2ccc(F)cc2)C(=O)N1Cc1ccccn1)Nc1ccccc1 (stereo not drawn)	0	1.2	0.4	6	56*	19	0.23	17	0.8
COc1ccc(NC(=O)c2oc3ccccc3c2NC(=O)C2CC2)cc1	-3	1.1	0.7	6	33	-5	-1.3	-5	1.1
Nc1ccc(C(=O)c2ccccc2C(=O)O)cc1Cl	1	1.1	0.9	-11	7	1	0.58	6	1

Following part.
Molecule	Ecoli WT expand	PLAP activator	CYP2C19 act	EphB4 antag	CYP2C19 inhib	CYP2C9 inhib	Pyk2 oligo antag	PostGolgi yeast	CYP2C9 act
O=C(Cc1ccccc1)NCCSCc1ccco1	9	1	0.7	-6	31	-2	0.63	-3	1
Cc1nc(N[C@@H](Cc2ccccc2)C(=O)O)c2oc3ccccc3c2n1	5	1	0.8	5	19	10	0.61	-2	0.9
O=C(NCc1ccco1)C1(c2ccc(Br)cc2)CCCC1	1	1	0.7	0	31	70*	-0.26	0	0.3
O=S(Cc1ccc(Cl)cc1)CC(O)COCc1ccc(Cl)cc1 (stereo not drawn)	6	1.3	0.9	2	7	9	0.1	0	0.9
COc1ccccc1CNC(=O)C(C)NS(=O)(=O)c1ccccc1 (stereo not drawn)	-2	0.9	0.6	-8	37	46	0.34	-2	0.5
COc1cc(S(=O)(=O)n2ccc(C)n2)c(OC)cc1Cl	-3	1	0.3	-7	67*	0	-0.09	3	1
NC(=O)C(c1ccc(Cl)cc1)c1ncc(C(F)(F)F)cc1Cl (stereo not drawn)	8	0.8	0.3	-1	73*	10	-0.52	20	0.9
COc1ccc(-c2c(C#N)c(C)nc3c2C(=O)c2ccccc2-3)cc1	-3	0.9	0.4	7	57*	48	-0.09	-13	0.5
C=CCc1c(C)nc2c(C(=O)O)cnn2c1C	-5	1	1	-5	-4	9	0.79	7	0.9
CC(C)(C)NC(=O)C1CCCN(S(=O)(=O)c2cccc3cccnc23)C1 (stereo not drawn)	2	1.4	0.6	1	37	-166	·	2	2.7*
CCc1ccccc1NC(=O)C(CC)Sc1nc2cc3c(cc2c(=O)n1Cc1ccco1)OCO3 (stereo not drawn)	-4	0.9	1	-7	1	0	-0.93	5	1

Single records, from the list above. Screens in order: Ecoli WT expand | PLAP activator | CYP2C19 act | EphB4 antag | CYP2C19 inhib | CYP2C9 inhib | Pyk2 oligo antag | PostGolgi yeast | CYP2C9 act
Entry for O=C(CC1C(=O)N(c2ccc(F)cc2)C(=O)N1Cc1ccccn1)Nc1ccccc1 (stereo not drawn) : 0 | 1.2 | 0.4 | 6 | 56* | 19 | 0.23 | 17 | 0.8
Entry for CN1CCN(c2ccc(NC(=O)c3cccc(OCc4ccccc4)c3)cc2)CC1 : -8 | 1.2 | 0.8 | -2 | 21 | 17 | -0.47 | 0 | 0.8

CYP2C9 act, entries above that show a hit.
structure,PLAP activator,CYP2C19 act,EphB4 antag,CYP2C19 inhib,CYP2C9 inhib,Pyk2 oligo antag,CYP2C9 act
O=C(Cn1nnc(-c2cccc(C(F)(F)F)c2)n1)N1CCCCCC1,1.6,0.4,4,57*,-325,0.07,4.2*
CC(C)(C)NC(=O)C1CCCN(S(=O)(=O)c2cccc3cccnc23)C1 (stereo not drawn),1.4,0.6,1,37,-166,·,2.7*
